Screening data: PubChem BioAssay, several laboratories
CHRM4 PAM: positive allosteric modulators of human muscarinic M4 receptor | P08173 | CHO-K1 hM4/Gqi5, Fluo-8 calcium fluorescence, ACh EC20; 0% = ACh EC20, 100% = maximal ACh | activation, % at 3 µM | actives 0.4% (n = 360,000) | AID 624126;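 active = activation above its plate's cutoff, the mean activation of sample wells plus 3 SD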; also: some results filed as inactive read as strong as hits
Target sequence (P08173 whole entry, looked up): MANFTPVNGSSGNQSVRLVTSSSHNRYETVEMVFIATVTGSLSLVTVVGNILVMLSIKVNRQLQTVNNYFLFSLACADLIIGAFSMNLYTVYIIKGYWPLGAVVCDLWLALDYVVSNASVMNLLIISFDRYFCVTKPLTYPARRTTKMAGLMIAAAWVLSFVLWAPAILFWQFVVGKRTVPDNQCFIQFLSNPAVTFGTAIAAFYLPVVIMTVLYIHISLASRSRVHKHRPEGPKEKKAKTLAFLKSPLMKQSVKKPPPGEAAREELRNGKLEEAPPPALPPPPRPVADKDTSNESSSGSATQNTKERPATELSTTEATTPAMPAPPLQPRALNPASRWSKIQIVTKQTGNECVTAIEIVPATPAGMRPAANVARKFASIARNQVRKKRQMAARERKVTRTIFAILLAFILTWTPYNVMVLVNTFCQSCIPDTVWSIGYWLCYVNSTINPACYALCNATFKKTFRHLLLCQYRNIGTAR
CRFBP-R2 agonist: CRF-BP/CRF-R2 complex agonism; HEK293 CRF-R2/CRF-BP, calcium dye fluorescence (FLIPR); percent of saturating CRF peptide response; activation, % at 13.2 µM; actives 0.46% (n = 350,000); AID 588473;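 active = activation of at least 50%, plus an integration ratio under a set limit after plate pattern correction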;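 also: plate controls were neutral control wells without compound for no effect and CRF at EC100 for full effect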
M5 ag: agonists of human muscarinic M5 receptor (CHRM5); CHO-K1 hM5 cells, Fluo-8 calcium fluorescence; 0% DMSO wells, 100% maximal acetylcholine response; activation, % at 3 µM; actives 0.19% (n = 360,000); AID 624037;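 active = activation above the run's mean over test compounds plus 3 SD, cut at about 23% in these data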;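 also: signal is peak over basal fluorescence ratio across the kinetic read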
Target sequence (P08912 whole entry, looked up): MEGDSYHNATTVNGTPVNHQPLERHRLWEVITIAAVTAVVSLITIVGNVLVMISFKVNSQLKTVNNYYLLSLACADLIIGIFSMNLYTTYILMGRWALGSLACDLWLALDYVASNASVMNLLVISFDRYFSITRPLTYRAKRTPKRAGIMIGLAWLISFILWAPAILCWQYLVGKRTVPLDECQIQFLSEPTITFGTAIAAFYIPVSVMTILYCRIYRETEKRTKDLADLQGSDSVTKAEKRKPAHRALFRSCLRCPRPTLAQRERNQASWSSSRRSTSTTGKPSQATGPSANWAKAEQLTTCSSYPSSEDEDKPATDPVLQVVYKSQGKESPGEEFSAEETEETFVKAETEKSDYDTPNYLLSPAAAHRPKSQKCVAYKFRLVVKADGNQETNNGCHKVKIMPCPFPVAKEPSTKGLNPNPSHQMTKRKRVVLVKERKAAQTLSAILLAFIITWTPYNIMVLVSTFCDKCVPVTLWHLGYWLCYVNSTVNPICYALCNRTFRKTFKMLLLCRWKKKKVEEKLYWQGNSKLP
CRFBP-R2 block: blocks CRF-induced signaling of the CRF-BP/CRF-R2 complex; HEK293 CRF-R2/CRF-BP, CRF-induced calcium fluorescence; inhibition, % at 11.8 µM; actives 0.59% (n = 350,000); AID 588475;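 active = inhibition of the ligand-induced calcium signal above about 50% at the single tested concentration, limit read from the data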
CHRM5 antagonist: blocks acetylcholine activation of human M5 receptor. P08912. actives 0.59% (n = 360,000). AID 624040. CHO-hM5 cells, Fluo-8 calcium fluorescence, ACh EC80. inhibition, % at 3 µM;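 active = inhibition above a per-plate cutoff, the mean of that plate's test compounds plus 3 SD, cut at about 27% in these data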;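 also: 0% = acetylcholine EC80 with DMSO and 100% = DMSO without agonist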
TAAR1 antagonist: antagonists of human TAAR1. Q96RJ0. CHO RD-HGA16 TAAR1, Fluo-8 calcium fluorescence, antagonist. inhibition, % at 3 µM. actives 1.5% (n = 360,000). AID 624466;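 active = inhibition above a per-plate cutoff, the mean inhibition of test compounds on that plate plus 3 SD, cut at about 49% in these data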;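 also: 0% = DMSO plus EC80 beta-PEA response and 100% = DMSO alone without agonist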
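System: CHO RD-HGA16 cells bearing hTAAR1. Reagent: EC80 β-phenethylamine stimulus. Schedule: seeding 17-24 h prior, 75-min 37 °C, 30-min RT dye loading. Signal: Fluo-8 intracellular calcium dye fluorescence, real-time kinetic reads. Read-out: % inhibition from peak post-agonist over basal fluorescence ratio. Benchmarks: vehicle wells and EC80 agonist wells. Replicates: n of 1.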
TAAR1 agonist: agonists of human TAAR1. CHO RD-HGA16 TAAR1, Fluo-8 calcium fluorescence; vehicle wells 0%, saturating PEA agonist 100%. Q96RJ0. actives 0.99% (n = 360,000). activation, % at 3 µM;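 active = activation above the mean activation of all test compounds in the run plus 3 SD, cut at about 38% in these data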
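Assay system: CHO-derived RD-HGA16 cells with stable Gα16 and human TAAR1; timing: 17-24 h seeding, 75 min 37 °C dye, 30 min RT; read-out: % activation from peak over basal fluorescence ratio, DMSO-to-PEA scaled; measured by: kinetic Fluo-8 calcium fluorescence; benchmarks: low control DMSO, high control PEA (EC100); doses: 3 µM single concentration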
M1 PAM parental: counter-screen for M1 PAMs: effect in parental CHO-K1 cells; actives 0.02% (n = 360,000); ATP EC20, Fluo-8 calcium fluorescence; 0% at ATP EC20, 100% at ATP max; activation, % at 3 µM;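 active = activation above the run cutoff, the mean activation of all test compounds plus 3 SD, cut at about 40% in these data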;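 also: peak over basal fluorescence ratio in a 140 s read after ATP addition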
M5 PAM: potentiates acetylcholine response at human M5 receptor | CHO-K1 hM5, Fluo-8 calcium, ACh EC20 PAM; 0% = ACh EC20, 100% = ACh EC100 | P08912 | AID 624038 | actives 0.3% (n = 360,000) | activation, % at 3 µM;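 active = activation above the run cutoff, the mean activation of all test compounds plus 3 SD, cut at about 18% in these data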
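System: CHO-K1 hM5 cells. Reagent: acetylcholine, EC20 level. Compound dosing: single dose, 3 µM nominal final test concentration. Timing: Post-acetylcholine fluorescence recording 140 s. Detection: Fluo-8 calcium fluorescence. Read-out: % activation, ACh-normalized. Benchmarks: ACh EC20 and EC100 wells. Repeats: singlicate, one well per test compound.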
An asterisk follows results filed as active; / = no result given.

SMILES	CHRM4 PAM	CRFBP-R2 agonist	M5 ag	CRFBP-R2 block	CHRM5 antagonist	TAAR1 antagonist	TAAR1 agonist	M1 PAM parental	M5 PAM
CCN(C[C@H]1N[C@@](CC)(C(=O)OC)[C@H]2C(=O)N(Cc3ccccc3)C(=O)[C@@H]12)C(=O)c1ccccc1	-7	-0.5	4	0	4	50*	17	-10	-11
O=C(COC(=O)CCc1nc2ccccc2c(=O)[nH]1)NCc1ccc(F)cc1	8	7.0	-3	0	3	-20	-1	10	3
COC(=O)C1=C(C)N(C)C(C)=C(C(=O)OC)C1c1ccc(C(=O)OC)cc1	4	-2.7	-6	10	-3	2	13	21	0
O=c1ccn(Cc2ccccc2)cc1	10	-0.1	0	-6	4	-3	16	15	4
COc1cc(NC(=O)CN(C)CCOc2ccccc2)c(C)cc1[N+](=O)[O-]	-8	-2.1	-4	4	7	-3	0	15	-7
CCCc1cc(=O)n2nc(N3CCC(C(=O)N4CCN(c5ccc(OC)cc5)CC4)CC3)sc2n1	-6	-2.8	3	3	17	-18	3	-7	-6
Cc1ccc(N2C(=O)CC3(CC4C=CC3C4)C2=O)cc1 (stereo not drawn)	8	-0.4	-3	-6	1	1	2	8	-5
COc1ccc(S(=O)(=O)N2C3CCC2CC(NC(=O)NC2CCCCC2)C3)cc1 (stereo not drawn)	10	-1.3	1	-11	1	-10	2	12	0
COc1ccc(CCN(Cc2cc3cc(C)ccc3[nH]c2=O)C(C)=O)cc1OC	10	-2.1	-4	13	-2	-5	2	14	-4
CCOc1ccc2oc(C(=O)N(C)CCc3ccc(OC)c(OC)c3)c(C)c2c1	4	0.9	-3	-3	10	-15	10	-1	2
CCc1ccc2c(c1)NC(=O)C2(C)Cc1cccc(F)c1 (stereo not drawn)	5	/	-1	/	5	-14	-2	22	-2
CC(=O)c1cccc(NC(=O)Nc2ccc(C(=O)N3CCOCC3)cc2)c1	-1	-0.4	3	0	-1	2	10	8	2
CCCc1[nH]n(-c2ccc(F)cc2)c(=O)c1C=NCC1CCCO1 (stereo not drawn)	4	-0.1	1	-7	3	-20	1	5	-4
COc1cc(C#CC#CCN2CCCCC2)ccc1O	-1	0.2	1	-10	1	10	20	-7	-2
Cc1cc(OCCn2cncn2)ccc1[N+](=O)[O-]	0	0.7	7	12	-20	-6	3	8	13
CCOc1ccc(-c2[nH]nc3c2C(c2cccnc2)C(C#N)=C(N)O3)cc1 (stereo not drawn)	12	-0.1	-1	-1	-1	3	0	21	-2
Cc1ccc2nc(NC(=O)CSc3nncc(=O)n3N)sc2c1	24	0.2	0	7	9	3	0	8	-7
O=Cc1cn(-c2ccccc2)nc1-c1ccccn1	-1	0.1	-3	7	1	12	-3	-14	3
O=C(CSc1ccc2nnc(-c3cccnc3)n2n1)NCC1CCCO1 (stereo not drawn)	6	-0.7	0	0	4	-5	0	23	-3
CCCCCNC(=O)C(c1ccccc1F)n1c(=O)c(-c2ccco2)nc2ccccc21 (stereo not drawn)	9	/	1	/	-5	-20	-1	/	1
CCN(CC1CCCN(CCc2cccc(F)c2)C1)C(=O)c1ccoc1C (stereo not drawn)	-4	-0.6	-4	-9	6	-20	1	14	-10
O=C(NCc1cccnc1)c1csc([C@@H]2C[C@H](O)[C@@H](CO)O2)n1	-7	/	0	/	12	-18	2	-15	-2
CN(Cc1ccccc1)C1CCN(Cc2ccccc2[N+](=O)[O-])CC1	-17	1.1	-21	-5	11	-16	10	-3	-15
COCCCn1cc(CN2CC(N3CCN(C)CC3)CS2(=O)=O)nn1 (stereo not drawn)	6	/	1	/	6	-5	1	17	-1
Cc1cc(C)c(NC(=S)N(CCc2ccncc2)C(C)C)c(C)c1	8	-2.8	2	-3	-3	-26	5	17	9
CCCCNC(=S)N/N=C/c1cccc(OCC)c1O	-7	-0.8	4	3	4	5	0	-3	-2
CN(CC(=O)Nc1cccnc1)S(=O)(=O)c1cc(Cl)ccc1Cl	-2	1.4	-1	20	0	/	/	1	-3
CC(=O)c1ccc(N/C=C\C(=O)c2ccc(C)cc2)cc1	-1	-0.5	0	17	-6	-3	9	22	-5
CC1=C(C(=O)Nc2ccccn2)C(c2ccc(Cl)cc2)NC(=S)N1 (stereo not drawn)	18	1.9	-3	2	-13	8	3	-2	-3
Clc1ncccc1-c1nnn(-c2ccccc2Br)n1	8	-0.3	-3	-6	2	5	9	10	9
Cc1ccc(C(=O)CNc2ccc(Br)cc2)cc1	0	0.9	0	-10	0	6	2	10	1
CCc1cccc(NC(=O)CC2SC(N3CCCC3)=NC2=O)c1 (stereo not drawn)	10	0.0	5	-3	3	-37	10	3	3
COc1ccccc1CCNS(=O)(=O)c1ccc(C(=O)O)n1C	-4	-2.1	3	-7	10	0	5	15	-1
O=c1c(Cl)c(NS(=O)(=O)c2ccccc2)cnn1-c1ccccc1	-7	-0.5	1	4	13	0	1	0	-6
CCCCNC(=O)C1(C)CCN1Cc1cc(C)ccc1C (stereo not drawn)	0	/	3	/	7	-25	2	-4	1
CCOc1ccccc1-c1cc(C(=O)N2CCOCC2)c2ccccc2n1	-13	-0.5	-3	-8	9	0	5	-4	-6
CC(NC(=O)COc1ccc(/C=N/NC(=O)CO)cc1)c1ccccc1 (stereo not drawn)	6	-2.4	0	7	0	-10	4	11	-1
CCc1ccc(NC(=O)Cc2c(C(=O)O)n(C)c3ccccc23)cc1	-3	-0.8	-1	14	7	3	4	7	-3
CCCCCn1c(=O)[nH]c2cc(C(=O)NCCN(CC)CC)ccc2c1=O	1	-1.8	-11	-11	1	9	1	15	-3
CC1CN(Cc2ccccc2)C(=O)N(c2ccccc2)C1=O (stereo not drawn)	-2	-2.5	-2	-18	8	-2	5	-3	1
CN1CCN(CCCNCc2cn(CCC#N)c3ccccc23)CC1	3	-1.5	-6	-1	-2	-14	2	1	8
O=C(O)CCN1C(=O)c2ccc(NC(=O)c3cccs3)cc2C1=O	-2	0.5	-1	17	-3	-8	2	29	3
CC(OC(=O)C1CC(=O)N(Cc2ccccc2)C1)C(=O)Nc1cccc(C#N)c1 (stereo not drawn)	-5	-0.9	-5	13	-24	-8	1	12	0
COc1cccc(CN(C)C(=O)CNC(=O)c2ccc(-c3ccccc3)cc2)c1OC	-10	-1.9	3	23	-3	26	4	-15	-9
CC1CC(C)(C)N(C(=O)CN2C(=O)c3ccccc3C2=O)c2ccccc21 (stereo not drawn)	10	114*	2	-132	-7	7	11	6	-1

Ordered by molar mass (descending): 12 of the compounds above.
SMILES	CHRM4 PAM	CRFBP-R2 agonist	M5 ag	CRFBP-R2 block	CHRM5 antagonist	TAAR1 antagonist	TAAR1 agonist	M1 PAM parental	M5 PAM
COc1cccc(CN(C)C(=O)CNC(=O)c2ccc(-c3ccccc3)cc2)c1OC	-10	-1.9	3	23	-3	26	4	-15	-9
CCCCCn1c(=O)[nH]c2cc(C(=O)NCCN(CC)CC)ccc2c1=O	1	-1.8	-11	-11	1	9	1	15	-3
O=c1c(Cl)c(NS(=O)(=O)c2ccccc2)cnn1-c1ccccc1	-7	-0.5	1	4	13	0	1	0	-6
CC(NC(=O)COc1ccc(/C=N/NC(=O)CO)cc1)c1ccccc1 (stereo not drawn)	6	-2.4	0	7	0	-10	4	11	-1
O=C(O)CCN1C(=O)c2ccc(NC(=O)c3cccs3)cc2C1=O	-2	0.5	-1	17	-3	-8	2	29	3
CN1CCN(CCCNCc2cn(CCC#N)c3ccccc23)CC1	3	-1.5	-6	-1	-2	-14	2	1	8
COc1ccccc1CCNS(=O)(=O)c1ccc(C(=O)O)n1C	-4	-2.1	3	-7	10	0	5	15	-1
CCc1ccc(NC(=O)Cc2c(C(=O)O)n(C)c3ccccc23)cc1	-3	-0.8	-1	14	7	3	4	7	-3
CCc1cccc(NC(=O)CC2SC(N3CCCC3)=NC2=O)c1 (stereo not drawn)	10	0.0	5	-3	3	-37	10	3	3
Cc1ccc(C(=O)CNc2ccc(Br)cc2)cc1	0	0.9	0	-10	0	6	2	10	1
CC1CN(Cc2ccccc2)C(=O)N(c2ccccc2)C1=O (stereo not drawn)	-2	-2.5	-2	-18	8	-2	5	-3	1
CCCCNC(=O)C1(C)CCN1Cc1cc(C)ccc1C (stereo not drawn)	0	/	3	/	7	-25	2	-4	1

More records:
SMILES	CHRM4 PAM	CRFBP-R2 agonist	M5 ag	CRFBP-R2 block	CHRM5 antagonist	TAAR1 antagonist	TAAR1 agonist	M1 PAM parental	M5 PAM
Cc1ccc(C)c(N2CCN(C(=O)c3cc4c(C)nc5ccccc5c4o3)CC2)c1	-1	0.8	-3	-6	10	18	5	11	3
O=C(C1=NOC2(C1)C(=O)Nc1ccccc12)N1CCCCC1 (stereo not drawn)	4	/	1	/	9	-2	1	8	-7
CCc1cc(-c2nc(N)ncc2-c2csc(C)n2)c(O)cc1OC	2	-3.4	-1	-12	-13	-6	8	24	13
O=C(O)c1cc(-c2ccc(N3CCOCC3)cc2)nn1-c1ccc(F)cc1	7	1.1	0	-4	-3	2	7	22	3
C=CCS(=O)(=O)c1nc2ccccc2s1	10	0.1	-1	-14	10	4	10	16	-1
CC(C)Cn1c(N)c(C(=O)COC(=O)CCc2nc3ccccc3s2)c(=O)n(C)c1=O	-21	-2.3	9	6	32*	37	13	-11	-35
O=C(N1CCN(Cc2ccc3c(c2)OCO3)CC1)C(Cl)(Cl)Cl	-3	1.6	0	27	-15	4	1	2	16
CN(N=Nc1ccc([N+](=O)[O-])cc1)c1ccccc1	-7	84*	0	-50	2	-8	-3	-1	-3
O=C(CSc1nnc(CNC(=O)c2ccc(F)cc2)o1)NCc1ccccc1	-3	-1.3	-2	2	1	1	0	0	1
CCOC(=O)[C@@H]1[C@H]2COc3ccc(Br)cc3[C@H]2N2C(=O)N(c3ccc(Br)cc3)C(=O)[C@]12C	9	1.4	6	8	-6	4	-1	13	3

Hits appear at their usual frequency; overall some 4.2% were active at least once.
